From PubChem BioAssay
SUMO1 PPI mod: modulators of SUMO1 protein-protein interactions, primary screen, biochemical, uHTS; SUMO1 binding to a labelled peptide, TR-FRET, 1 h; inhibition, % at 20 µM; 360,000 tested, 0.33% active; AID 602429, 2012; in the data active means inhibition above about 37%
TbMetRS inhib: T. brucei MetRS inhibitors, primary screen, biochemical, luminescence; purified T. brucei MetRS, ATP depletion, Kinase-Glo luminescence; AID 624268, 2012; inhibition, % at 11.9 µM; methionyl-tRNA synthetase (Trypanosoma brucei brucei); 360,000 tested, 0.4% active;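 active means inhibition above a per-plate cutoff of the control wells' mean inhibition plus 3 SD, cut at about 5.5% in these data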;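 further: 0% = DMSO wells median and 100% = median of wells with control inhibitor compound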
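Material – parasite MetRS enzyme · Medium – HEPES-MgCl2-KCl buffer plus DTT, spermine, BSA, pyrophosphatase · Reagent – ATP, methionine and E. coli bulk tRNA substrates · Times – 15 min enzyme-compound preincubation, 2 h reaction, 10 min detection, 25 °C · Measured by – luminescence of leftover ATP · Evaluation – percent inhibition relative to median high and low control wells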
DNMT1 block: human DNMT1 methyltransferase inhibitors, primary screen, biochemical, molecular beacon, fluorescence, HinP1I cleavage, uHTS | inhibition (reported as % activation of signal), % at 10 µM | 360,000 tested, 0.83% active | DNA (cytosine-5)-methyltransferase 1 (Homo sapiens), P26358; in the data active means inhibition above about 50%
Scp1 inh: Scp-1 phosphatase inhibitors, primary screen, biochemical, colorimetric, uHTS; Recombinant Scp1, phosphopeptide, malachite green phosphate absorbance; inhibition, % at 20 µM; 340,000 tested, 0.88% active; AID 493091, 2011;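 active means inhibition above about 50% at 20 µM, limit read from the data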;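 further: plate controls were DMSO wells with enzyme for no effect and wells lacking enzyme for full effect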
Target sequence (Q9GZU7 76-261 limits assumed): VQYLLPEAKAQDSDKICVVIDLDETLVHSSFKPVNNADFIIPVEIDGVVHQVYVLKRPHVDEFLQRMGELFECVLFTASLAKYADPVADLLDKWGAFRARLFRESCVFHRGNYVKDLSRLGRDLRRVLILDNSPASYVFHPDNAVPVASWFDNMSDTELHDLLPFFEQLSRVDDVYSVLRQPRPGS
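Test system: SCP-1 catalytic domain; Buffer or medium: Acidic Tris acetate buffer with magnesium and detergent; Also added: Phosphorylated 17-residue peptide substrate; Compound: single 20 µM dose, 1% DMSO; Schedule: enzyme reaction 45 min at room temperature, colour 5 min, stabilisation 30 min; Signal: Phosphate-binding colour reagent, absorbance read at 630 nm.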
SKN-1 block: suppressors of acrylamide-induced Pgst-4::GFP reporter in worms, primary screen, SKN-1 inhibitor project, whole organism, uHTS, GFP/RFP fluorescence ratio, strain VP596 | C. elegans VP596 Pgst-4::GFP/RFP ratio, 24 h | inhibition, % at 21.8 µM | 360,000 tested, 0.49% active | AID 624304, 2012;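 active means interference check ratio from 0.5 to 1.5 plus GFP to RFP signal ratio inhibition reaching or exceeding a fixed threshold, cut at about 30% in these data, passing the limit was not always enough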; further: some compounds called inactive have numbers as strong as hits
CendR NRP1 mod: modulators of CendR peptide binding to NRP-1, primary screen, biochemical, fluorescence polarization, uHTS; inhibition, % at 25 µM; FAM-RPARPAR peptide binding to NRP-1; 360,000 tested, 0.85% active; Neuropilin-1 (Homo sapiens), O14786; AID 602438, 2012;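 active means inhibition or corrected inhibition above about 18%, plus a signal ratio from 0.5 to 1.5, limit read from the data, passing the limit was not always enough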; further: strong numbers were not always called active
STEP block: STEP phosphatase inhibitors, primary screen, biochemical, fluorescence intensity, uHTS; Tyrosine-protein phosphatase non-receptor type 5 (Homo sapiens), P54829; recombinant STEP, OMFP fluorogenic substrate; inhibition, % at 20 µM; 360,000 tested, 0.25% active;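 active means inhibition at 20 µM, scaled per plate between control wells, above about 37%, limit read from the data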;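 further: 0% = DMSO with enzyme and substrate and 100% = substrate only without enzyme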
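Test system: STEP tyrosine phosphatase / Reagent: OMFP at 25 µM / Doses: 20 µM, 1% DMSO / Read-out: percent inhibition scaled to no-enzyme and uninhibited-enzyme controls, plate-pattern corrected / Detection: FITC-channel fluorescence of OMFP product / Medium: Bis-Tris buffer pH 6.0, 2.5 mM DTT, 0.005% Tween 20 / Schedule: 20 min at room temperature, dark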
NadD block: inhibitors of S. aureus NadD, primary screen, biochemical, colorimetric, uHTS; purified NadD enzyme, colorimetric absorbance read-out; 360,000 tested, 0.78% active; AID 602399, 2012; inhibition, % at 20 µM; Nicotinate-nucleotide adenylyltransferase NadD (Staphylococcus aureus N315); in the data active means inhibition above about 26%; further: some compounds past the cut are filed as inactive
LMPTP inh: LMPTP phosphatase inhibitors, primary screen, biochemical, fluorescence intensity, uHTS. recombinant LMPTP-A, OMFP fluorogenic substrate. inhibition, % at 20 µM. 360,000 tested, 0.22% active;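 active means compounds that cut the enzyme signal by at least half of the control window in the single-dose screen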;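 further: plate controls were DMSO wells with enzyme plus substrate for no effect and substrate without enzyme for full effect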
Target sequence (P24666 whole entry, looked up): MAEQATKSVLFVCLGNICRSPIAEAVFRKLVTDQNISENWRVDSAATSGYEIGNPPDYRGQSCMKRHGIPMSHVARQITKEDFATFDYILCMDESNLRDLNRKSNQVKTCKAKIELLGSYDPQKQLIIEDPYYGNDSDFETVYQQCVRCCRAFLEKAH
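Buffer or medium: Bis-Tris pH 6.0, DTT, detergent; Assay system: LMPTP-A enzyme; Quantity: 0.625 nM enzyme; Detection: endpoint fluorescence intensity; Times: 50 min dark incubation at room temperature; Controls: substrate-only low control, DMSO enzyme-plus-substrate high control; Doses: single 20 µM dose; Read-out: percent inhibition versus substrate-only and uninhibited controls; Reagent: 400 µM OMFP.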
Neddyl block: inhibitors of cullin neddylation, primary screen, biochemical, TR-FRET, uHTS, NAE and Ubc12; 360,000 tested, 0.58% active; AID 651699, 2012; NEDD8-conjugating enzyme Ubc12 (Homo sapiens) + NEDD8-activating enzyme E1 regulatory …; calls only at 25 µM; in the data active means inhibition above about 36%
Target sequence (P61081 whole entry, looked up): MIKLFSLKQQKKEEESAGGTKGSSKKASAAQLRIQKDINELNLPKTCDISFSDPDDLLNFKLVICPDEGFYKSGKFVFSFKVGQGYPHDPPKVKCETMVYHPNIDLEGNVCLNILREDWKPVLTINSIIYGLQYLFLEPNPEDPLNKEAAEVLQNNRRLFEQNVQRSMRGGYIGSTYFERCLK
Target sequence (Q13564 whole entry, looked up): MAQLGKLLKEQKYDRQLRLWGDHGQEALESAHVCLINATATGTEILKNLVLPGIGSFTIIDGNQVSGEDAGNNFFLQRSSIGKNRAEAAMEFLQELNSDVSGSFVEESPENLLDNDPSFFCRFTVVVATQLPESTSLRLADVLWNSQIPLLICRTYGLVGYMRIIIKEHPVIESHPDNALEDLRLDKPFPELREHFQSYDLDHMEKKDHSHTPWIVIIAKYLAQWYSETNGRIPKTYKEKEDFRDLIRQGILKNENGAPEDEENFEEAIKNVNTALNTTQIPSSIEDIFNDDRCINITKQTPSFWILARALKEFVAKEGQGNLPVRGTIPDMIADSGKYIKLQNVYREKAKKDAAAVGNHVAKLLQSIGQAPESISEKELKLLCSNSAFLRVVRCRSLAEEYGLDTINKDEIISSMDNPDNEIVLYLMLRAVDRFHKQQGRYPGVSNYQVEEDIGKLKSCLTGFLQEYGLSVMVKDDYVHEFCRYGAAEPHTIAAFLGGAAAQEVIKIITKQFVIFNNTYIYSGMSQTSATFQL
Active calls of the source: *; i = inactive; x = not tested or not shown. Only part of the results is shown; rates above refer to the full screens.

SMILES	SUMO1 PPI mod	TbMetRS inhib	DNMT1 block	Scp1 inh	SKN-1 block	CendR NRP1 mod	STEP block	NadD block	LMPTP inh	Neddyl block
O=C(c1ccccc1)C(Cc1ccccc1)N1CCOCC1 (configuration not stated)	2	-0.2	4	-2	-10	2	-2	-1	-2.0	i
C=CCn1c(O)c(C(C)=Nc2ccc(NC(C)=O)cc2)c(=O)[nH]c1=O	-1	-0.1	-1	9	-5	2	-1	-2	0.1	i
N#CC(C#N)=C(N)c1cccnc1	2	1.1	62*	-4	8	3	-1	-5	-0.2	i
C=CCN1CCc2cccc3c2[C@H]1Cc1ccc(O)c(O)c1-3	2	0.3	-14	-10	15	14	-1	11	16	i
O=c1c(C=NCc2cccs2)c(O)n(C2CCCCC2)c(=O)n1C1CCCCC1	-2	-0.6	3	-11	5	12	-2	19	2.6	i
C=CP(=O)(O)c1ccccc1	-2	0.7	0	5	-2	-4	-6	-3	-1.3	i
CCN1CCN(c2ncnc3ccc(Br)cc23)CC1	0	-0.7	2	-5	3	6	-4	0	-2.7	i
Cc1nn(Cc2ccccc2)c(Cl)c1C(=O)O	1	0.0	0	-6	-11	-9	0	-5	0.7	i
O=C1NC(=O)N(c2ccc3c(c2)OCO3)C(=O)/C1=C/c1ccc(N2CCCC2)o1	-45	0.1	0	-1	11	-195	1	-3	9.7	i
NP(=O)(OCC(F)(F)F)Oc1ccc(Cl)cc1 (configuration not stated)	3	-0.5	-1	3	5	4	-2	1	-2.4	i
ClCCN1CCSCC1	2	0.3	2	-5	5	18	-1	-3	-1.6	i
CCOC(=O)C1(c2ccccc2)CCN(CCC(C#N)(c2ccccc2)c2ccccc2)CC1	4	-1.7	-4	6	-6	-10	1	5	9.4	i
O=c1c(/C=N/N2CCOCC2)c(O)n(-c2ccccc2)c(=S)n1-c1ccccc1	-1	-0.3	3	-5	3	-9	-3	-2	-1.7	i
Fc1ccc(C(OCCN2CCCC2)c2ccc(F)cc2)cc1	3	-1.4	-3	3	-9	-4	-4	-3	-1.7	i
CC1C(=O)CC2(C(C)C)CC12 (configuration not stated)	3	0.6	1	x	0	-3	-3	5	-0.2	i
C[C@]12CC[C@H](O)C[C@H]1CC[C@@H]1[C@@H]2CC[C@]2(C)C(=O)CC[C@@H]12	6	0.2	1	4	5	-10	-3	3	-0.8	i
COC(=O)C1=C(c2cccc(OC)c2OC)C[C@@H]2CC[C@H]1N2C(=O)N1CCCCC1	0	-0.1	4	-4	10	5	-1	1	1.5	i
CC(=O)OC1N=C(c2ccccc2)c2cc(Br)ccc2N(C)C1=O (configuration not stated)	2	0.3	4	0	5	-3	-1	2	-0.3	i
O=C(CNC(=O)c1ccccc1)Nc1ccc(Br)cc1C(=O)c1ccccc1	20	-0.2	-8	-8	4	-6	2	-3	1.5	i
Cc1cc(C(=O)CS(=O)c2ccc(F)cc2)cc(C)c1OC(=O)N(C)C (configuration not stated)	0	-1.1	0	-2	-2	-2	0	-3	-0.9	i
C=CCn1c(O)c(C(C)=NCCCO)c(=O)[nH]c1=O	0	0.0	5	1	-8	3	5	-4	-0.7	i
Cc1ccc(C(c2nnnn2Cc2ccccc2)N2CC=C(c3ccc(F)cc3)CC2)cc1 (configuration not stated)	-5	-1.2	-1	18	-9	-3	0	5	6.0	i
COc1ccc2[nH]cc(CCN=C(N)N)c2c1	0	-1.1	3	21	1	-25	0	9	1.0	i
C/C(=N/OC(=O)N(C)C)c1ncc(C(F)(F)F)cc1N1CCOCC1	-1	0.1	2	-3	5	-9	-3	-6	-1.1	i
COC(=O)C1=C(c2ccccc2)C[C@@H]2CC[C@H]1N2C(=O)NCc1cccc2ccccc12	-3	0.3	0	-5	7	-1	2	-3	-0.7	i

Continued:
SMILES	SUMO1 PPI mod	TbMetRS inhib	DNMT1 block	Scp1 inh	SKN-1 block	CendR NRP1 mod	STEP block	NadD block	LMPTP inh	Neddyl block
Cc1ccc(-n2c(/C=C/c3ccccn3)nc3ccccc3c2=O)cc1	-4	0.0	-2	-10	-8	-4	2	-1	-0.8	i
COc1cc(C[C@@H](C)N)c(OC)cc1I	4	-0.7	1	-9	-7	-7	-3	-3	-1.0	i
O=C(CNC(=O)OCc1ccccc1)Nc1ccc(Br)cc1C(=O)c1ccccc1Cl	-2	0.3	24	-7	5	-14	-2	-6	2.7	i
O=C(c1ccc(F)cc1)C(Cc1ccccc1)N1CCCCC1 (configuration not stated)	3	-1.1	1	0	0	-5	-1	-5	-1.7	i
C=C[C@@H]1C[C@@]1(C)[C@@H](NP(=O)(c1ccccc1)c1ccccc1)c1ccccc1	5	-0.2	3	-9	-9	24	0	-1	1.4	i
Cc1ccccc1N1C(=O)NC(=O)/C(=C\c2cnn(-c3ccccc3)c2)C1=O	14	-0.3	2	-5	16	-35	-3	17	1.5	i
CCCOc1ccccc1C1SCC(=O)Nc2c1c(=O)[nH]n2C(C)CCC (configuration not stated)	-2	0.1	0	-2	3	-13	-5	0	-1.0	i
CCCN(CCC)[C@@H]1CCc2cccc(O)c2C1	-4	-0.2	-7	-9	-3	-3	1	-1	0.2	i
C[C@]12CC[C@@H](O)CC1=CCC1C2CC[C@@]2(C)C1C[C@@H](F)[C@H]2O (some centres not stated)	-3	-0.1	0	-10	18	2	3	-1	-2.7	i
Cc1ccc(CN2CCCC(C(=O)c3cccc(C(F)(F)F)c3)C2)o1 (configuration not stated)	-4	-0.5	1	-3	-2	9	9	-6	-0.7	i
c1ccc(CCNCc2ccccc2)cc1	1	-0.9	-2	-4	-4	-2	1	-3	-0.5	i
CCCCn1c(O)c(/C=C2/C=CC=N2)c(=O)[nH]c1=O	-23	-1.2	-1	-7	8	-23	-1	-3	-1.3	i
CCOC(=O)c1c(C=O)c2ccccc2n1Cc1ccccc1	-3	-0.9	-1	-19	1	-2	1	0	2.4	i
CCN(CC)CCOC(=O)c1ccc(N=Cc2c(O)[nH]c(=O)[nH]c2=O)cc1	-17	-0.5	5	-7	-14	-124	-7	5	1.1	i
[O-][n+]1onc2c1CCC1N(O)CCC21O (configuration not stated)	0	0.2	-2	-2	-3	-2	0	-11	-2.1	i
O=c1[nH]c(Cl)ccc1CN1CCOCC1	3	0.2	6	-3	-2	10	0	0	-0.3	i
Cc1cc2oc(=O)cc(-c3cc4ccccc4o3)c2cc1OC(=O)N(C)C	-4	-0.3	5	-2	-2	-1	0	-1	4.5	i
COc1ccccc1CCNC1CCC(C)CC1 (configuration not stated)	-1	-0.1	2	-5	6	0	0	3	-1.1	i
CC1(C)N(O)C2CCCCC2N1O (configuration not stated)	0	-0.8	1	-10	-3	-11	2	-7	-1.8	i
O=P(NS(=O)(=O)c1ccc(Cl)cc1)(Oc1ccccc1)Oc1ccccc1	6	-0.5	1	2	-3	-4	0	0	-0.5	i
FC(F)(F)c1ccc(CNCCc2ccc3c(c2)OCO3)cc1	2	-1.5	-4	-8	6	7	0	-2	-1.6	i
CCCCCn1c(=O)c(C(=O)Nc2ccccc2S(N)(=O)=O)c(O)c2ccccc21	18	-0.8	8	15	-6	8	3	29	1.7	i
Cc1ccc(-c2cc(C(F)F)n3ncc(C(=O)N4CCC5(CC4)OCCO5)c3n2)cc1	-18	-0.5	6	-6	12	1	0	2	0.6	x
O=c1[nH]c2ccccc2n1C1CCN(Cc2ccc(-c3nc4ccccc4nc3-c3ccccc3)cc2)CC1	-12	-1.6	x	x	-5	2	x	19	15	i
C=CC[C@@H](CC/C=C/C=C/CC/C=C\[C@@H]1CSC([C@@H]2C[C@@H]2C)=N1)OC	6	1.0	-1	-11	-14	4	-2	0	0.6	i

Twelve of the compounds above, as comma-separated lines:
mol,SUMO1 PPI mod,TbMetRS inhib,DNMT1 block,Scp1 inh,SKN-1 block,CendR NRP1 mod,STEP block,NadD block,LMPTP inh,Neddyl block
Cc1ccc(-n2c(/C=C/c3ccccn3)nc3ccccc3c2=O)cc1,-4,0.0,-2,-10,-8,-4,2,-1,-0.8,i
COc1cc(C[C@@H](C)N)c(OC)cc1I,4,-0.7,1,-9,-7,-7,-3,-3,-1.0,i
O=C(CNC(=O)OCc1ccccc1)Nc1ccc(Br)cc1C(=O)c1ccccc1Cl,-2,0.3,24,-7,5,-14,-2,-6,2.7,i
O=C(c1ccc(F)cc1)C(Cc1ccccc1)N1CCCCC1 (configuration not stated),3,-1.1,1,0,0,-5,-1,-5,-1.7,i
C=C[C@@H]1C[C@@]1(C)[C@@H](NP(=O)(c1ccccc1)c1ccccc1)c1ccccc1,5,-0.2,3,-9,-9,24,0,-1,1.4,i
Cc1ccccc1N1C(=O)NC(=O)/C(=C\c2cnn(-c3ccccc3)c2)C1=O,14,-0.3,2,-5,16,-35,-3,17,1.5,i
CCCOc1ccccc1C1SCC(=O)Nc2c1c(=O)[nH]n2C(C)CCC (configuration not stated),-2,0.1,0,-2,3,-13,-5,0,-1.0,i
CCCN(CCC)[C@@H]1CCc2cccc(O)c2C1,-4,-0.2,-7,-9,-3,-3,1,-1,0.2,i
C[C@]12CC[C@@H](O)CC1=CCC1C2CC[C@@]2(C)C1C[C@@H](F)[C@H]2O (some centres not stated),-3,-0.1,0,-10,18,2,3,-1,-2.7,i
Cc1ccc(CN2CCCC(C(=O)c3cccc(C(F)(F)F)c3)C2)o1 (configuration not stated),-4,-0.5,1,-3,-2,9,9,-6,-0.7,i
c1ccc(CCNCc2ccccc2)cc1,1,-0.9,-2,-4,-4,-2,1,-3,-0.5,i
CCCCn1c(O)c(/C=C2/C=CC=N2)c(=O)[nH]c1=O,-23,-1.2,-1,-7,8,-23,-1,-3,-1.3,i
